Screening data deposited in PubChem BioAssay by National Center for Advancing Translational Sciences (NCATS).
EPAC2 ag: qHTS for Agonist of cAMP-regulated guanine nucleotide exchange factor 4 (EPAC2): primary screen | hit rate 0.079% among 360,000 | Potency, µM (top dose mostly 154 µM), without a hit: top-dose activation, hits mostly activators | EPAC2 activation, biochemical qHTS; response scale: 100% = 6.5 mM cAMP response | AID 720711, 2013; note: potency is the fitted concentration of half-maximal effect; nearly all actives have a fitted effect of over 50% in size
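qHTS, titration series. 100 nM EPAC2 / 250 nM Rap1B-BODIPY-GDP / 50 uM GDP; RT; ex 480/em 540 nm, 5-min reads to 30 min. Norm. to 6.5 mM cAMP = activation.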
CCT modulator: High-Throughput Screening for Modulators of Cytosolic Chaperonin Activity; purified chaperonin ATPase assay, HTRF ADP detection, 30 min; activity change, % (concentration not given with the values), hits read low; hit rate 0.3% among 360,000; in the data active = activity change below about -30%; note: % is set by controls: 0 for no effect and ±100 for the full control effect
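Nucleotide hydrolysis assay: TRiC at 20–40 nM final (set by batch activity) with 10 uM ATP, 30 min at 37 °C, in presence of 76 uM compound. Detection by competitive ADP HTRF, 30 min ambient.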
D3 ag: qHTS of D3 Dopamine Receptor Agonist: qHTS; D3R DiscoveRx beta-arrestin cells, luminescence, 90 min; max activation, %; hit rate 0.58% among 410,000; AID 652048, 2013; in the data active = max activation above about 30%; note: 0% is about no effect; mostly tested at two doses, the higher about 12 µM
Target sequence (P35462 whole entry, looked up): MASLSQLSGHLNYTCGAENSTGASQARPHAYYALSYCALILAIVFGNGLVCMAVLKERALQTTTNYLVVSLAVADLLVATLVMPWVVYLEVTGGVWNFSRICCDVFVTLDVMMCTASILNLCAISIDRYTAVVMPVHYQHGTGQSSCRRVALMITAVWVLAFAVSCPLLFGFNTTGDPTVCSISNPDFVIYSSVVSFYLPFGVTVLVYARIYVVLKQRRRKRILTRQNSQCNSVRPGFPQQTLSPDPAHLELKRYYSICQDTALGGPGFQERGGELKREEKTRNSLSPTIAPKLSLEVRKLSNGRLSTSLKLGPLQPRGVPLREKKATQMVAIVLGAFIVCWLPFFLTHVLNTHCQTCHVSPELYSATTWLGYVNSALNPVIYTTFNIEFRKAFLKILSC
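Agonist-mode cell screen: cells plated at 1500/well and incubated overnight at 37 °C, then exposed to library compounds for 90 min at 37 °C. Detection reagent was added for 30–60 min at room temperature, and luminescence was read.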
MmCpn inh: Inhibitors of TCP-1 ring complex (TRiC) of Methanococcus maripaludis (MmCpn): qHTS. Chaperonin Mm-Cpn (Methanococcus maripaludis). purified Mm-Cpn ATPase, ADP Transcreener TR-FRET. Potency, µM (titrated, usually from 76.9 µM), for the others: at the highest dose activity, negative = inhibition, hits mostly inhibitors. hit rate 0.031% among 330,000; note: potency is the fitted concentration of half-maximal effect; % is set by controls: 0 for no effect and ±100 for the full control effect; nearly all actives have a fitted effect of over 80% in size
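ATPase turnover read by TR-FRET ADP competition (Eu cryptate antibody/ADP-d2, 665/590 nm): 10uM ATP final, 25nM Mm-CPN final, 30 min 37degC after 10-min compound preincubation, pH 7.4 Tris/KCl/MgCl2/DTT buffer.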
PTHR1 ag: qHTS for PTHR1 Agonists: Primary Screen. Parathyroid hormone/parathyroid hormone-related peptide receptor (Homo sapiens), Q03431. HEK293 GP2 PTHR1 cells, GloSensor cAMP luminescence, 1 h. Potency, µM (highest dose often 115 µM), inactives show at the top dose activation, hits mostly activators. hit rate 0.075% among 410,000. AID 743266, 2014; note: potency is the fitted concentration of half-maximal effect; nearly all actives have a fitted effect of over 55% in size; some results filed as inactive show a strong effect at the top dose; inactives centre near -15; many of its hits are not listed in these tables
Target sequence (Q03431 whole entry, looked up): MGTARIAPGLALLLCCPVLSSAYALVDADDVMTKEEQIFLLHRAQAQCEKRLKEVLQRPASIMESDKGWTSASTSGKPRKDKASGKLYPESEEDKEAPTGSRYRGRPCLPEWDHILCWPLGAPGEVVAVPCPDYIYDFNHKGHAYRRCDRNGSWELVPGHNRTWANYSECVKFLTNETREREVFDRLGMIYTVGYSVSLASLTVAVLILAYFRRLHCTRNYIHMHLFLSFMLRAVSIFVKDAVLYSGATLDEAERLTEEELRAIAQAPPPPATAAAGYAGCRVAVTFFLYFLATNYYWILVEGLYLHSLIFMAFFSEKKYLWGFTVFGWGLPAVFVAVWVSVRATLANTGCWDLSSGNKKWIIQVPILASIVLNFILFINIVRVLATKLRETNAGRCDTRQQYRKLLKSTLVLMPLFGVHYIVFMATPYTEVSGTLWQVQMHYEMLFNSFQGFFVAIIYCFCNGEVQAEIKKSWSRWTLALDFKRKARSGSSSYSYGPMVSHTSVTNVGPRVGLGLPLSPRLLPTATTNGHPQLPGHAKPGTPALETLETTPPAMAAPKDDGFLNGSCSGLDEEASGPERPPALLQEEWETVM
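HEK-293-derived GP2 cells expressing PTHR1 and a GloSensor cAMP reporter, 3,000/well, plated overnight, given luciferin plus IBMX (each 0.5 mM as added) for 1 h at 37 °C, then compound for 1 h at 37 °C. Luminescence was read after 15 min at room temperature.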
EPAC2 antagonist: qHTS for Antagonist of cAMP-regulated guanine nucleotide exchange factor 2 (EPAC2): primary screen. EPAC2 GEF exchange of Rap1B-BODIPY-GDP, fluorescence. hit rate 0.18% among 360,000. Potency, µM (doses to about 114 µM), inactives show top-dose activity, negative = inhibition, usual class: inhibitors; note: potency is the fitted concentration of half-maximal effect; % is set by controls: 0 for no effect and ±100 for the full control effect; nearly all actives have a fitted effect of over 45% in size; many of its hits are not listed in these tables
Akt phos inh: HTS Assay for Inhibitors of Akt Phophorylation: Primary Screen; Neuro2A IGF-stimulated pAkt S473 HTRF, 20 min; active compounds read low; activity change, % for hits at 50 µM; hit rate 0.32% among 360,000; in the data active = activity change below about -80%; inconclusive = mostly about -51% to -80%; note: % is set by controls: 0 for no effect and ±100 for the full control effect
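Neuro2A cells (4,500/well, DMEM with 0.5% FBS) were treated with compound at a single 50 µM final concentration, stimulated with 6 nM IGF for 20 min at 37 °C, and lysed. Phospho-Akt Ser473 was read by HTRF as 665/615 ratio ×10^4.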
D3 antag: qHTS of D3 Dopamine Receptor Antagonist: qHTS; D(3) dopamine receptor (Homo sapiens), P35462; max response, negative = inhibition, %; hit rate 2.5% among 360,000; AID 652054, 2013; D3R cells, DiscoveRx beta-arrestin luminescence, antagonist mode; active compounds read low; in the data active = max response below about -50%; inconclusive = no clear call, values can overlap the other calls; note: % is set by controls: 0 for no effect and ±100 for the full control effect; mostly tested at two doses, the higher about 12 µM
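Cells plated overnight at 1500 cells/well, then exposed to library compounds with dopamine controls for 90 minutes at 37 degrees C. DiscoveRx reagent added for 30–60 minutes at room temperature; luminescence read, quantitative HTS format.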
* hit, by the source's call; i = inactive; ? = inconclusive; · = no result given; [ ] = dose if it differs, or a comment. Unless noted, calls come from the whole dose curve; as a rule, active = well fitted curve in the direction sought with a large enough effect; inconclusive = small, poorly fitted or top-dose-only effect, or another doubt; inactive = no such curve, though single readings can be large; an effect the other way counts as inactive or inconclusive. Not all compounds are listed. The share of hits here may be higher or lower than overall.

smiles | PTHR1 ag | Akt phos inh | EPAC2 ag | MmCpn inh | CCT modulator | D3 ag | EPAC2 antagonist | D3 antag
COc1ccc(NS(=O)(=O)c2csc(C(=O)Nc3ccccc3)c2)cc1 | -80.8%[inhibitor] | i | ? | -2.2% | 0.9 | -1.8 | -4.9% | -16.1
CCCC(c1nnnn1Cc1ccc(OC)cc1)N1CCN(c2ccccc2)CC1 (configuration not stated) | -13.6% | i | 12.4% | 1.2% | 1.3 | 0.2 | 5.5% | 2.9
COc1ccccc1CNc1nc(Nc2ccccc2OC)c2sccc2n1 | -22.9% | i | 14.2% | · | -3.0 | 3.7 | 5.8% | 6.2
Cc1cccc(C(=O)Oc2ccc(/C=N/NC(=O)Cc3ccc([N+](=O)[O-])cc3)cc2)c1 | i | i | 4.6% | 1.2% | -7.9 | -13.3 | -8.0% | -11.0
COc1cccc(C(=O)NCCS(=O)(=O)NCC2CCCO2)c1 (configuration not stated) | -5.6% | i | 8.1% | -1.5% | -0.2 | -8.5 | -9.4% | -6.7
N#CC1(Nc2ccc(Br)cc2)CCCC1 | i | i | 12.5% | · | -1.1 | 0.0 | -16.0% | -12.3
CN(C)c1nc(C#N)nc(N(C)C)n1 | -3.6% | i | 4.8% | -0.1% | 1.0 | -10.1 | -5.8% | -4.4
COc1ccc(CNC(=O)COc2ccc(S(=O)(=O)N3CCCCC3)cc2Cl)cc1 | -80.0%[inhibitor] | i | 13.6% | 3.7% | -1.1 | -2.5 | 1.9% | 13.4
CN(C)CCNC(=O)COc1ccc(C23CC4CC(CC(C4)C2)C3)cc1 | i | i | 1.0% | -3.9% | 0.6 | -14.1 | -8.6% | -0.1
CCC(=O)N(Cc1ccco1)Cc1cc2cccc(C)c2n2nnnc12 | -92.7%[inhibitor] | i | 10.7% | 2.7% | 1.9 | 3.2 | 1.3% | 5.0
COCCCNC(=O)Cn1cc2c(n1)CCC(C)C2 (configuration not stated) | -8.5% | i | 5.6% | 1.4% | 0.4 | 0.3 | 5.6% | 18.1
CCS(=O)(=O)c1nc(S(=O)(=O)c2ccc(C)cc2)c(N2CCOCC2)s1 | -20.1% | i | 10.0% | -1.4% | 1.5 | -1.5 | 10.5% | -9.7
CC1=C(C(=O)NCc2ccco2)C2(CCC(C)CC2)OC1=O (configuration not stated) | -43.2% | i | -10.6% | -2.0% | 0.5 | 2.4 | 1.6% | 7.5
CN1CC(=O)N(CC(=O)Nc2ccc(F)cc2)c2ccccc2C1=O | -1.6%[57.5 µM] | i | 5.5% | -8.0% | 2.8 | 2.6 | 19.4% | -12.9
COc1ccc(OC)c(C(=O)Nc2c(O)ccc3ccccc23)c1 | -79.2% | i | 10.8% | · | 0.1 | -16.7 | -14.7% | -5.1
CCOc1ccc(S(=O)(=O)N(C)c2ccc(OCC(=O)Nc3ccccc3F)cc2)cc1 | -2.1% | i | 8.6% | -0.4% | -7.2 | 0.9 | -2.4% | 20.3
CN(CC(=O)NCC1CCCO1)S(=O)(=O)c1ccc(Br)cc1 (configuration not stated) | -24.8% | i | 9.5% | -5.1% | -2.1 | -7.0 | 7.9% | -10.6
CCOC(=O)c1ccc(N2CN(CCc3ccccc3)CNC2=S)cc1 | -11.2% | i | -7.7% | 0.9% | 1.2 | 2.9 | -0.8% | -14.5
COc1ccc(NC(=O)Cn2nc(C)c3ccccc3c2=O)cc1 | i | i | -1.7% | -0.4% | 1.0 | 1.1 | 4.7% | 16.6
O=C(COc1ccc(Br)cc1)N1CCc2ccccc21 | i | i | 9.3% | 0.6% | -2.2 | -10.1 | 14.3% | 14.5
COc1ccc(CNC(=O)C(c2ccncc2)N(C(=O)Cc2cccs2)c2cccc(C)c2)cc1 (configuration not stated) | -2.0%[57.5 µM] | i | 11.6% | -0.5% | 2.5 | 6.1 | 4.1% | -12.5
Nc1nc2c(c(=O)[nH]1)CN(Cc1ccccc1)CC2 | i | i | 3.9% | -1.4% | -0.1 | -3.8 | 8.4% | 25.9
Clc1ccccc1N=C1SCCS1 | i | i | 1.1% | -1.6% | 2.6 | 10.8 | -1.2% | 6.0
CCOc1ccc(OCCCC(=O)O)cc1 | 4.2%[57.5 µM] | i | 1.5% | -2.3% | -2.4 | -5.3 | -1.5%[57.1 µM] | 12.2
COc1ccc(CCNC(=O)CSc2nnc3ccc(-c4ccccn4)nn23)cc1 | i | i | -1.4% | -3.5% | -2.0 | 3.1 | 4.8% | 1.8
Cc1ccc(OCC(=O)Nc2sc3c(c2C#N)CC(C)(C)NC3(C)C)cc1 | -7.5% | i | 1.0% | -0.9% | 1.1 | 3.5 | -0.6% | 0.0
Cc1ccc(S(=O)(=O)N2CCC(C(=O)NNC(=O)c3ccccc3O)CC2)cc1 | i | i | 10.4% | -2.4% | -2.9 | 1.1 | 9.2% | -8.0
COC(=O)CCCC1=CC2=C(c3ccccc3)C(=O)C(C)(OC(=O)C3CCCC3)C(=O)C2=CN1Cc1ccco1 (configuration not stated) | i | i | 5.2% | -0.8% | -3.0 | 6.8 | -24.0% | 16.4
COc1cc(NC(=O)C2=C(N3CCOCC3)/C(=C\c3ccc(Cl)cc3Cl)CC2)cc(OC)c1OC | -5.9% | i | 0.5% | 1.0% | 0.5 | 14.3 | -6.4% | 0.2
CCC1C(=O)NCCN1Cc1nc(-c2ccc(C)s2)oc1C (configuration not stated) | 17.9% | i | -3.7% | 1.3% | 0.5 | -12.6 | ? | 12.6

Copied from the list:
CCOc1ccc(OCCCC(=O)O)cc1 | PTHR1 ag = 4.2%[57.5 µM]
CCCC(c1nnnn1Cc1ccc(OC)cc1)N1CCN(c2ccccc2)CC1 (configuration not stated) | D3 antag = 2.9

Next part:
smiles | PTHR1 ag | Akt phos inh | EPAC2 ag | MmCpn inh | CCT modulator | D3 ag | EPAC2 antagonist | D3 antag
CC1CC(C(F)(F)F)n2nc(C(=O)O)cc2N1 (configuration not stated) | -5.5%[57.5 µM] | i | -3.1% | 0.3% | -3.8 | 4.6 | 1.5%[57.1 µM] | 0.9
Cc1cc(Br)ccc1NC(=O)CNC(=O)CN(C)Cc1nc2ccccc2c(=O)[nH]1 | -0.7%[57.5 µM] | i | 2.1% | 0.1% | -3.1 | 4.8 | 4.7% | 4.2
CCOc1cc(/C=N/N=C(N)N)ccc1OCc1ccc(Cl)cc1 | i | i | 6.2% | -0.4% | 1.0 | -10.1 | -0.9% | 0.0
COc1ccc2c(c1)c1nc3n(c(=O)c1n2CC(=O)Nc1ccccc1)CCCS3 | -16.7% | · | 11.8% | -3.9% | -4.1 | 1.4 | 6.6% | 19.9
CC1CC(C)CN(CCCn2c(=S)[nH]c3ccccc3c2=O)C1 (configuration not stated) | -0.2% | i | 2.4% | 1.3% | 1.8 | -16.2 | 16.3% | ?
O=C(C(NS(=O)(=O)c1cccc2nsnc12)c1ccccc1)N1CCN(c2ccccn2)CC1 (configuration not stated) | i | i | -0.3% | -3.3% | -5.9 | 6.2 | -0.8% | 0.7
O=C(O)C1CCCN1C(=O)Nc1ccc(F)cc1 (configuration not stated) | -10.7%[57.5 µM] | i | 6.5% | -1.3% | -2.2 | -1.4 | 7.7% | -17.3
Cc1sc2c3ccsc3ccc2[n+]1C | -1.5% | i | 4.8% | -3.3% | -0.9 | -5.6 | 10.8% | -22.4
O=c1c2cnn(-c3ccccc3)c2nc(-c2cccs2)n1-c1cccc(Cl)c1 | -36.3% | i | 5.5% | ? | -9.0 | 1.1 | 0.3% | -24.6
Cc1cccc(NS(=O)(=O)c2ccc(-c3ccc(=O)[nH]n3)o2)c1 | i | i | -4.8% | -7.4% | -0.1 | -4.1 | 6.5% | -9.0
COc1ccccc1COC(=O)c1cccc(S(=O)(=O)N2CCCC2)c1 | -91.5%[inhibitor] | i | 4.7% | -0.6% | 1.3 | 0.4 | 9.5% | 0.0
Cc1ccc(C(=O)NCCNC(=O)c2ccc(F)cc2)cn1 | ? | i | 0.9% | -0.5% | -0.7 | -14.8 | 1.4% | 12.0
O=C(Cn1nc(-c2ccccc2)c2ccccc2c1=O)Nc1ccccn1 | -46.8%[inhibitor][57.5 µM] | i | 10.6% | -1.1% | -1.3 | -8.3 | 2.1% | 8.8
Cc1nn(-c2ccc(F)cc2)c(Cl)c1/C=C(\CC(=O)O)c1nc2ccccc2s1 | i | i | -4.6% | -0.9% | 1.7 | 2.6 | -8.4% | 12.3
Cc1cc2oc(=O)cc(-c3ccccc3)c2c(C)c1-c1ccc(F)c(Cl)c1 | -18.0% | i | 7.5% | -11.4% | 1.2 | 11.7 | -16.1% | 0.7
COC(=O)c1c(-c2ccccc2Cl)noc1-c1cnc(N)nc1C(F)(F)F | -0.1% | i | 3.1% | 1.1% | 1.2 | 4.3 | 6.7% | 1.4
O=C(NCc1ccccn1)C1CCC(=O)N(Cc2ccc(Cl)cc2)C1 (configuration not stated) | i | i | -0.2% | -0.1% | -2.7 | -8.1 | -2.4% | 1.8
CCOC(=O)NN1C(=O)c2ccccc2NC1c1cccnc1 (configuration not stated) | -21.8% | i | 5.9% | 1.2% | -4.7 | 4.5 | 4.1% | 23.7
O=C1NC(c2ccncc2)C(C(=O)c2cccs2)C(O)(C(F)(F)F)N1 (configuration not stated) | i | · | -6.4% | 1.1% | 1.5 | 4.0 | 8.6% | 10.1
CCOC(=O)C1(Cc2cccc(OC)c2)CCN(Cc2cccc(O)c2)CC1 | -8.4% | i | 14.9% | -2.2% | -6.1 | -12.6 | -10.3% | -18.9
CC(=O)c1nnn(-c2c(F)cccc2F)c1C | -1.9% | i | 10.3% | 0.9% | 0.5 | 2.0 | -5.7% | 11.9
